Screening results from PubChem.
PP5 primary: PP5 phosphatase inhibitors, primary screen, biochemical, fluorescence. purified PP5c, OMFP substrate fluorescence. Serine/threonine-protein phosphatase 5 (Homo sapiens), P53041. inhibition, % at 6.7 µM. hit rate 0.18% among 320,000;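 active means inhibition above the campaign's mean inhibition across all tested compounds plus 3 SD, cut at about 9.5% in these data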;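 further: 0% = DMSO only and 100% = 100 µM cantharidin control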
Target sequence (P53041 whole entry, looked up): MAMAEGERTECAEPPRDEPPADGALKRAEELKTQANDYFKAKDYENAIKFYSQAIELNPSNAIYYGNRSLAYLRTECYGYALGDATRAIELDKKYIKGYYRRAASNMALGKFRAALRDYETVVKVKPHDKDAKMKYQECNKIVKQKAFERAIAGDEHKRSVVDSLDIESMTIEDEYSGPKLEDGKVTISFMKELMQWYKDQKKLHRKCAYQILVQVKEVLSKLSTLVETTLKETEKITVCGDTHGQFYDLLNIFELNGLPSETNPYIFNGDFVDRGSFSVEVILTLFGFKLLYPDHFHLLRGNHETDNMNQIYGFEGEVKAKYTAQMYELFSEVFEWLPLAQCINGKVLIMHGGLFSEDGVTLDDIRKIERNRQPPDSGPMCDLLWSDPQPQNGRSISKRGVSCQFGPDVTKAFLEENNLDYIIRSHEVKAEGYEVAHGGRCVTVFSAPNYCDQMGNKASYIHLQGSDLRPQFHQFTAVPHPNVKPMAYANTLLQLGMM
PP1 counter: PP1-alpha phosphatase inhibitors, primary screen, counter-screen for PP5 inhibitor project, biochemical, fluorescence, OMFP substrate, single point; Serine/threonine-protein phosphatase PP1-alpha catalytic subunit (Homo sapiens), P62136; purified PP1alpha; inhibition, % at 6.7 µM; hit rate 0.9% among 320,000; AID 2235, 2010;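 active means inhibition above the mean inhibition of all tested compounds plus 3 SD, computed separately for each screening campaign, cut at about 15% in these data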
Target sequence (P62136 whole entry, looked up): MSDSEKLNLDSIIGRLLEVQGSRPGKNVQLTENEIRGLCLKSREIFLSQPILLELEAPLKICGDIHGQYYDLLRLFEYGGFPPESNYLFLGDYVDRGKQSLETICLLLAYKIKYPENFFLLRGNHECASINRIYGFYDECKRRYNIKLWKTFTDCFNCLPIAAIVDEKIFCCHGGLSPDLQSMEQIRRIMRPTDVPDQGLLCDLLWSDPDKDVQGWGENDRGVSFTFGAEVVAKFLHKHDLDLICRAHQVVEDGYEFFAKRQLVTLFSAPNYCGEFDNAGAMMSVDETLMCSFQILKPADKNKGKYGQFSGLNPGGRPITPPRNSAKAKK
TPT1 inhibitor: Candida albicans TPT1 enzyme inhibitors, primary screen, biochemical, fluorescence polarization | inhibition, % at 5 µM | hit rate 0.81% among 300,000 | tRNA 2'-phosphotransferase TPT1 (Candida albicans SC5314) | recombinant caTPT1, FP RNA substrate dephosphorylation;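 active means inhibition above the mean of all tested compounds plus 3 SD, set per screening campaign, cut at about 24% in these data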;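 further: plate controls were DMSO alone for no effect and ferristatin control at 100 nM for full effect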
Yeast superoxide: reduction of superoxide in aged yeast, primary screen, HTS; S. cerevisiae aged cells, superoxide DHE fluorescence; hits give low values; hit rate 0.18% among 330,000; AID 2690, 2010; superoxide response (% of plate mean), % at 10 µM;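 active means superoxide response under a set limit, about three screen SD below normal, cut at about 65% in these data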;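 further: yeast aged for seven days with compound at 30 °C before DHE staining; 100% = average MFI of all compound-treated wells on the plate with controls excluded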
GASC-1 inh: inhibitors of GASC-1 histone demethylase, primary screen, biochemical, fluorescence, DELFIA europium; GST-JMJD2C(1-420) H3K9me3 demethylation; Lysine-specific demethylase 4C (Homo sapiens), Q9H3R0; inhibition, % at 2.35 µM; hit rate 0.069% among 330,000;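 active means more than half of a compound's replicate wells show inhibition beyond 50%, single wells judged on their own value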;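 further: signal counts dimethyl H3K9 product captured on neutravidin plate; 0% = median of DMSO wells and 100% = 0.3 times that DMSO median; strong numbers were not always called active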
core dimer inh: inhibitors of HCV core protein dimerization, primary screen, biochemical, TR-FRET, high-throughput; TR-FRET GST/Flag-core106 dimerization, 1536-well; inhibition, % at 5 µM; hit rate 0.33% among 300,000;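 active means inhibition above the mean of all tested compounds plus 3 SD, set per screening campaign, cut at about 45% in these data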
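Assay system: GST-tagged and Flag-tagged HCV core protein residues 1-106 / Times: compound-protein-antibody incubation 4 h at 22.5 °C / Signal: time-resolved FRET, ex 340 nm, em 617 and 671 nm / Evaluation: % inhibition based on acceptor/donor emission ratio / Benchmarks: wells lacking GST-core106 and wells with excess unlabelled core106 / Repeats: singlicate, one well per compound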
ZTA counter: ZTA (EBV) inhibition in EBNA-1 counter-screen; P03206; ZTA-DNA binding, fluorescence polarization; inhibition, % at 11 µM; hit rate 0.15% among 320,000; AID 2234; in the data active means inhibition above about 33%
Target sequence (P03206 whole entry, looked up): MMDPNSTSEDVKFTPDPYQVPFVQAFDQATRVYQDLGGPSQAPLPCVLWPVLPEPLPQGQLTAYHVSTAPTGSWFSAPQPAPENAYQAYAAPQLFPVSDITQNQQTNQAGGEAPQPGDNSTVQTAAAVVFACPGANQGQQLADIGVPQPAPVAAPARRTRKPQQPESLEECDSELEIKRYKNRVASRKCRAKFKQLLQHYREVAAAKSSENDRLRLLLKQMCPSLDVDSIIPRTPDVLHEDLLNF
EBNA-1 inhibitor: EBNA-1 DNA-binding inhibitors, primary screen, biochemical, fluorescence polarization; hit rate 0.34% among 300,000; AID 1950, 2009; inhibition, % at 14.8 µM; in the data active means inhibition above about 28%
Fh CTSL1 inh: Fasciola hepatica cathepsin L1 inhibitors, primary screen, counter-screen for PFM18AAP inhibitor project, biochemical, QFRET, fluorogenic peptide substrate. hit rate 0.49% among 300,000. inhibition, % at 5.96 µM. AID 1906, 2009. recombinant F. hepatica cathepsin L1, Z-Leu-Arg-MCA fluorescence;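 active means inhibition above the mean of all tested compounds plus 3 SD, set per screening campaign, cut at about 17% in these data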;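 further: 0% = plate median of test compound wells and 100% = 1 µM Z-Phe-Ala-diazomethylketone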
* hit, by the source's call; . = not tested or not shown; & = joins results of further samples.

1	Cc1ccc2oc(=O)c3cnn(CC(=O)N4CCCCC4C)c3c2c1 (configuration not stated)
2	CCOc1ccc2nc(Cl)sc2c1
3	O=c1[nH]c(CS(=O)(=O)c2ccccc2)nc2ccccc12
4	Cc1ccc(NC(=O)c2ccc3nsnc3c2)c(C)c1
5	CCOC(=O)N1CCC(Nc2c(NCCCN(C)Cc3ccccc3)c(=O)c2=O)CC1
6	Cc1ccc(C(=O)NCc2ccc3c(c2)OCO3)cc1Cl
7	O=C(COc1cccc2cccnc12)Nc1ccccc1N1CCOCC1
8	CC(C)C(OC(=O)CCC(=O)Nc1nccs1)C(=O)NC1CCCCC1 (configuration not stated)
screen / no.	1	2	3	4	5	6	7	8
PP5 primary	1.7	-1.2	1.8	2.6	0.8	4.9	-1.4	3.3
PP1 counter	-5	-3	-3	-2	-1	0	-1	1
TPT1 inhibitor	1	-1	2	3	1	7	-1	-1
Yeast superoxide	99	106	94	99	92	96	91	101
GASC-1 inh	-3	20	0&-10	20	-1	17	-3	0
core dimer inh	10	1	1	-1	8	-5	-3	-1
ZTA counter	11	-9	0	16	-1	-6	2	1
EBNA-1 inhibitor	0	-13	-6	-6	4	-2	-8	-15
Fh CTSL1 inh	14	5	-2	3	-1	-1	1	-58

9	O=C(Nc1ccc([N+](=O)[O-])c(NC(=O)c2cccnc2)c1)c1cccnc1
10	Oc1c(N=NC(=S)Nc2ccccc2F)c2ccccc2n1Cc1cccc(Cl)c1
11	CCc1nnc(NC(=O)c2cccc(S(=O)(=O)N3CCCC3)c2)s1
12	S=C(NCc1ccc2[nH]c3c(c2c1)CCCC3)Nc1ccccc1Cl
13	O=C(CSc1nnc2c(n1)[nH]c1ccc(S(=O)(=O)N3CCOCC3)cc12)Nc1ccc(F)c(F)c1
14	Cc1cccc(N(C(=O)c2csnn2)C(C(=O)NC(C)(C)C)c2cccnc2)c1 (configuration not stated)
15	O=C1NN(c2ccccc2)C(=O)/C1=C\c1ccccc1OCC(=O)N1CCOCC1
16	Cc1ccc(NC2=C(Cl)C(=O)N(C3CCCCC3)C2=O)cc1
screen / no.	9	10	11	12	13	14	15	16
PP5 primary	2.7	0.4	1.6	4.4	0.8	1.2	1.6	0.7
PP1 counter	2	3	5	-3	-2	-3	0	-2
TPT1 inhibitor	-3	0	1	1	-1	-2	-3	1
Yeast superoxide	109	90	103	107	133	101	81	99
GASC-1 inh	2	0	6	5	-15	3	-50	11
core dimer inh	-4	6	8	13	9	-3	0	1
ZTA counter	-10	13	0	2	7	-9	-10	-5
EBNA-1 inhibitor	-15	5	-6	-5	9	0	-4	6
Fh CTSL1 inh	-1	2	2	4	1	-1	1	-4

17	CC(C)/C(C=O)=C(/NC1CCCCC1)c1ccccc1
18	COc1ccc(N2C(=O)CC(N3CCN(C4CCc5ccccc5C4)CC3)C2=O)cc1 (configuration not stated)
19	O=C(COC(=O)c1c(F)cccc1Cl)NC1CCCC1
20	Cc1cccc(N(C(=O)c2sc(C)nc2C)C(C(=O)NCC2CCCO2)c2ccccc2)c1 (configuration not stated)
21	Cc1ccc(/C=N/N=C/c2ccc(C)s2)s1
22	Cc1ccc(-c2c[n+](CC(=O)c3ccc(Br)cc3)c3n2CCCCC3)cc1
23	Cc1ccc(OCc2cc(C(=O)NC3CCCCC3)no2)cn1
24	Cc1ccccc1COc1ccc(/C=N/NC(=O)c2nnn(-c3nonc3N)c2CN2CCC(C)CC2)cc1
screen / no.	17	18	19	20	21	22	23	24
PP5 primary	2.3	-5.6	-0.4	1.2	-0.1	-0.7	-2.1	0.5
PP1 counter	-2	-10	1	-2	-2	0	-3	13
TPT1 inhibitor	-3	1	-5	-1	-1	-2	-1	2
Yeast superoxide	91	87	105	89	99	104	82	97
GASC-1 inh	.	6	17	-8	2	18	-19	-6
core dimer inh	-1	-10	-14	-3	3	-5	-3	21
ZTA counter	-5	4	-21	6	-5	6	-15	9
EBNA-1 inhibitor	2	1	-2	-3	-5	-4	-12	2
Fh CTSL1 inh	1	-3	-5	-1	2	-1	1	1

25	CC(C)(O)C#Cc1ccc(C(=O)NCc2ccccc2F)cc1
26	Cc1cc(NC(=O)CCC(=O)N(c2ccccc2)C(C(=O)NC2CCCC2)c2ccncc2)no1 (configuration not stated)
27	CCOC(=O)N1CCN(C(=O)CSc2nc3c([nH]c4ccccc43)c(=O)n2CCOC)CC1
28	CC(=O)c1sc(NCCOc2ccc(C)cc2)nc1C
29	O=C(N/N=C/c1ccccc1)c1cc[n+]([O-])cc1
30	Cc1ccc(C)c(NC(=O)CN(C)C(=O)C2CCN(S(=O)(=O)c3ccc4c(c3)OCCO4)CC2)c1
31	Cc1cccnc1NC(=S)NC(=O)c1oc2ccccc2c1C
32	COc1ccccc1C(=O)NCC(=O)N1CCN(S(=O)(=O)c2ccccc2C(F)(F)F)CC1
screen / no.	25	26	27	28	29	30	31	32
PP5 primary	0.7	1.9	4.8	3.8	-2.4	0.0	2.6	2.4
PP1 counter	2	0	-1	-2	-5	-2	9	2
TPT1 inhibitor	-1	-4	-2	0	-1	0	1	.
Yeast superoxide	104	104	95	90	109	101	103	93
GASC-1 inh	-7	18&6	-1	6	-9	-4	8	5
core dimer inh	-12	-2	1	-6	-3	-1	-3	.
ZTA counter	-10	5	1	3	12	7	10	-16
EBNA-1 inhibitor	-5	5	5	-14	-3	4	-2	.
Fh CTSL1 inh	1	-2	8	2	3	-2	3	.

Molecules shown so far that have an aryl thioether with sulfur outside any ring, in the order listed:
13	O=C(CSc1nnc2c(n1)[nH]c1ccc(S(=O)(=O)N3CCOCC3)cc12)Nc1ccc(F)c(F)c1
27	CCOC(=O)N1CCN(C(=O)CSc2nc3c([nH]c4ccccc43)c(=O)n2CCOC)CC1
screen / no.	13	27
PP5 primary	0.8	4.8
PP1 counter	-2	-1
TPT1 inhibitor	-1	-2
Yeast superoxide	133	95
GASC-1 inh	-15	-1
core dimer inh	9	1
ZTA counter	7	1
EBNA-1 inhibitor	9	5
Fh CTSL1 inh	1	8

Continued.
33	c1ccc(-c2csc(NNC3=NCCCCC3)n2)cc1
34	O=[N+]([O-])c1ccc(Cl)c(-c2ccc(/C=N/n3cnnc3)o2)c1
35	Cc1ccc([N+](=O)[O-])cc1S(=O)(=O)NCCc1c(C)[nH]c2c(C)cccc12
36	Cc1cc(C)c(N(C(=O)CN2C(=O)c3ccccc3S2(=O)=O)C(C(=O)NCC2CCCO2)c2ccc(F)cc2)c(C)c1 (configuration not stated)
37	O=C(NCc1ccccc1F)C1CCN(C(=O)Nc2ccc(F)cc2)CC1
38	Cc1cc(NS(=O)(=O)c2ccc(NC(=O)Cc3cccs3)cc2)no1
39	COc1ccccc1N1CCN(C(=S)Nc2ccccc2)CC1
40	Cc1nn(C)cc1NC(=O)CCSc1nc(-c2ccco2)cc(C(F)(F)F)n1
screen / no.	33	34	35	36	37	38	39	40
PP5 primary	2.0	2.6	0.7	3.0	-2.8	1.5	1.3	2.1
PP1 counter	0	-1	0	0	1	-4	2	-5
TPT1 inhibitor	3	-1	-3	5	5	2	3	-5
Yeast superoxide	118	107	103	119	105	103	107	114
GASC-1 inh	16	-2	-3	17	-6	-6	2	-15&5
core dimer inh	-23	13	-5	3	4	2	-5	2
ZTA counter	-14	-5	-6	-5	7	-3	7	-12
EBNA-1 inhibitor	-4	-4	-4	-12	2	-10	-7	10
Fh CTSL1 inh	-7	4	2	0	3	-2	-5	0

41	O=C(CN1CCN(S(=O)(=O)c2ccc(Cl)s2)CC1)N1CCCCC1
42	COCc1cc(=O)n2c([nH]c3ccccc32)c1C#N
43	COc1ccc(/C=N/NC(=O)c2nc(Cl)c(Cl)c(N)c2Cl)cc1COc1ccc(F)cc1F
44	COC(=O)c1ccccc1NS(C)(=O)=O
45	CCOc1ccc(CCNC(=O)c2cc3sccc3n2C)cc1OCC
46	Cc1nn(CC(=O)N/N=C/c2cccs2)c(C)c1[N+](=O)[O-]
47	COc1ccc([N+](=O)[O-])cc1N(CC(O)CN1CCCCC1)S(=O)(=O)c1ccc(C)cc1 (configuration not stated)
48	O=C(CNC(=O)Cc1ccccc1)NCC(=O)N1CCN(C(c2ccccc2)c2ccccc2)CC1
screen / no.	41	42	43	44	45	46	47	48
PP5 primary	2.1	2.0	0.2	2.5	3.5	3.1	-3.8	2.4
PP1 counter	0	-1	4	-3	-1	1	-6	0
TPT1 inhibitor	.	1	-2	.	1	-9	0	-1
Yeast superoxide	99	95	121	98	101	88	123	110
GASC-1 inh	2	0	3	0	0	1	0	2
core dimer inh	.	-16	53*	.	1	-6	-9	-5
ZTA counter	17	0	-3	-2	8	-21	15	-20
EBNA-1 inhibitor	.	-14	-6	.	9	-1	3	-2
Fh CTSL1 inh	.	1	3	.	2	-2	-3	2

Just TPT1 inhibitor and GASC-1 inh, for some of the entries so far:
No.	Compound	TPT1 inhibitor	GASC-1 inh
45	CCOc1ccc(CCNC(=O)c2cc3sccc3n2C)cc1OCC	1	0
46	Cc1nn(CC(=O)N/N=C/c2cccs2)c(C)c1[N+](=O)[O-]	-9	1
47	COc1ccc([N+](=O)[O-])cc1N(CC(O)CN1CCCCC1)S(=O)(=O)c1ccc(C)cc1 (configuration not stated)	0	0

Additional entries follow.
49	COc1cc(/C=N/Nc2nc(C)cc(=O)[nH]2)cc(OC)c1O
50	CCOC(=O)Nc1sc(C(=O)N(CC)CC)c(C)c1C(=O)OCC
51	O=C1CN(C(=O)c2ccccc2[N+](=O)[O-])C(c2ccccc2)c2cc(Br)ccc2N1 (configuration not stated)
52	COCCNCC(=O)NC12CC3CC(CC(C3)C1)C2
53	O=[N+]([O-])c1cc(-c2nnc(Nc3ccc(O)cc3)c3ccccc23)ccc1N1CCOCC1
54	c1ccc(Oc2nc(NCc3ccco3)nc(NCc3ccco3)n2)cc1
55	Cc1ccc(OCC(=O)NNC(=O)C2CCN(c3nc(C)cc(C)n3)CC2)cc1
56	CCN(CC)C(=O)C12CC3CC(CC(Cl)(C3)C1)C2
screen / no.	49	50	51	52	53	54	55	56
PP5 primary	-7.4	3.3	2.8	-0.6	3.9	2.3	0.3	0.9
PP1 counter	-3	-2	-2	-3	3	-6	0	-4
TPT1 inhibitor	-6	3	-2	1	0	1	0	0
Yeast superoxide	90	96	109	108	103	97	98	95
GASC-1 inh	-6	3	3	-224	2	3	-3	3
core dimer inh	-14	0	6	3	6	3	-1	5
ZTA counter	-1	-2	-6	3	8	-3	15	19
EBNA-1 inhibitor	-15	-1	-6	3	8	1	8	1
Fh CTSL1 inh	2	-1	0	1	0	5	-15	-2

57	Cc1cc(C(=O)COC(=O)Cn2c(C(F)(F)F)nc3ccccc32)c(C)n1Cc1ccco1
58	CC(C)COc1ccc(-c2nnc(-c3ccncc3)o2)cc1
59	CC(C)(C)NC(=O)/C=C/c1ccc(C(F)(F)F)cc1
60	CCN=C1S/C(=C/c2ccc(-c3ccc(Cl)cc3C(=O)O)o2)C(=O)N1CC
screen / no.	57	58	59	60
PP5 primary	1.6	4.0	1.2	3.2
PP1 counter	2	7	-2	-2
TPT1 inhibitor	0	-1	-2	16
Yeast superoxide	126	104	139	113
GASC-1 inh	25&0	-5	2	1
core dimer inh	9	-1	-4	0
ZTA counter	15	-10	-11	-4
EBNA-1 inhibitor	9	-1	3	12
Fh CTSL1 inh	3	1	3	0
